# Compound activity: PubChem, Icahn School of Medicine at Mount Sinai
# RBX1-CUL1 inh: inhibitors of human ROC1-CUL1 ubiquitin ligase activity | AID 1347404, 2020 | hit rate 0.6% among 140,000 | in vitro K48 di-Ub FRET, acceptor:donor ratio, 45 min | inhibition, % at 10 µM; in the data active means inhibition above about 25%
# Target sequence (P62877 whole entry, looked up): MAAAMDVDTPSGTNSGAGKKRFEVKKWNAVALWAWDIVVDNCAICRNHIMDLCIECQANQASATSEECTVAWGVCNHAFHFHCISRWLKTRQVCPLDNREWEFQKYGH
# Target sequence (Q13616 whole entry, looked up): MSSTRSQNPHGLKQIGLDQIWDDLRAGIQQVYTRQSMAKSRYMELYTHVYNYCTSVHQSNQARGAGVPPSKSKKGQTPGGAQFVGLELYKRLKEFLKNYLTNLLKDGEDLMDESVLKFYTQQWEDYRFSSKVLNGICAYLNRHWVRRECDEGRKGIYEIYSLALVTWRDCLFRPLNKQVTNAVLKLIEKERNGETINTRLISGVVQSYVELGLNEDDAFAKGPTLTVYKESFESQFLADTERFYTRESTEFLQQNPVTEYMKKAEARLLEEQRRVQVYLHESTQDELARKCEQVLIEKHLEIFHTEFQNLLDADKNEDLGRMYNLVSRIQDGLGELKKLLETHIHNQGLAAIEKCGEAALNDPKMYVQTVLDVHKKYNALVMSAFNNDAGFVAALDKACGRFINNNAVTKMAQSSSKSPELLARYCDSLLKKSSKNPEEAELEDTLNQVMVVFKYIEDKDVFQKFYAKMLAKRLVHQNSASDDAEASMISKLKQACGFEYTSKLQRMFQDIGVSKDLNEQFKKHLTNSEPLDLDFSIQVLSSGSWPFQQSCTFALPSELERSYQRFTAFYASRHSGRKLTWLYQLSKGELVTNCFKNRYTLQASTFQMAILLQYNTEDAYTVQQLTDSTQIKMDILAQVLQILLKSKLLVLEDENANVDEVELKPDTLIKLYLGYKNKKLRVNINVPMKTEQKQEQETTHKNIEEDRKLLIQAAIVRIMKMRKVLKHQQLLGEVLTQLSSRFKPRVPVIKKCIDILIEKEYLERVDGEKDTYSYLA
# An asterisk follows results filed as active; & = joins results of further samples.
no.	structure	RBX1-CUL1 inh
1	CC1=Nc2cc(C(F)(F)F)ccc2SC1C(=O)OCc1ccccc1 (stereo unspecified)	-2
2	CC(c1ccncn1)N(C)Cc1c(C(=O)N2CCCCCCC2)nc2sccn12 (stereo unspecified)	14
3	Cc1noc(C)c1C(=O)N1CCN(Cc2ccc(Cl)cc2Cl)CC1	0
4	O=C(CCN1Cc2ccccc2OC(c2ccccc2)C1)NCC1CCCN(c2ncccn2)C1 (stereo unspecified)	6
5	CCOC(=O)c1sc2ccccc2c1OC(=O)c1ccc(OC)cc1	1
6	C=CCC(O)(CCN1CCOCC1)c1ccc(OC(C)C)cc1 (stereo unspecified)	8
7	COC(=O)c1ccc(Nc2nc(-c3ccccc3Cl)nc3ccccc23)cc1	1&6
8	COC(=O)c1c(NC(=O)CC2Nc3ccccc3NC2=O)sc(C)c1C (stereo unspecified)	-2
9	CCOC(=O)c1cccc(NC(=O)c2oc3c(c2C)-c2[nH]ncc2CC3)c1	9
10	COc1ccc(Nc2ccnc(Nc3ccc(OC)cc3)n2)cc1	-1
11	O=C(CSc1nncn2c1cc1sccc12)Nc1ccccc1C(F)(F)F	3
12	O=C1c2ccccc2CN1c1cccc(Cl)c1Cl	-3
13	CCOc1ccc(CNC(=O)CCc2c(C)nn(-c3ccc(N4CCOCC4)nn3)c2C)cc1	-3
14	COc1cccc(-c2cc(C(=O)N3CCN(c4ccccc4OC)CC3)no2)c1	6
15	CCOC(=O)C1C(=N)Oc2cc(C)oc(=O)c2C1c1ccc(Cl)cc1Cl (stereo unspecified)	3
16	CCOc1c(Br)cc(CNc2cccc(Cl)c2C)cc1OC	3
17	COc1ccccc1CNC(=O)c1ccc(N2Cc3cccc(OC)c3Oc3ncccc32)s1	5
18	COc1cc(NC(=S)NCc2ccccc2OC)cc(OC)c1	2
19	O=C(Nc1cc2nc3ccccc3nc2cc1NC(=O)c1cccc([N+](=O)[O-])c1)c1cccc([N+](=O)[O-])c1	0
20	Cc1cc(Br)c(NC(=O)COc2ccccc2C(=O)Nc2ccccc2)cc1C	6
21	O=C(/C=C/c1ccccc1)N1CCC(Oc2cccc(C(=O)N3CCOCC3)c2)CC1	-1
22	Cc1ccc(S(=O)(=O)N2CCSC2c2ccc(Cl)cc2Cl)cc1C (stereo unspecified)	4
23	Cc1cccc(NC(=O)Cn2c(=O)n(CCC(C)C)c(=O)c3cccnc32)c1	6
24	COc1ccc(-c2csc3ncnc(Nc4ccc(OC)c(OC)c4)c23)cc1	-6
25	CC(NC(=O)c1ccc2c(c1)OCCO2)c1ccccc1 (stereo unspecified)	10
26	COc1ccc(Br)cc1CNCc1cccc(OC)c1OC	3
27	CN1CCN(C(=O)c2cc(COc3ccc(F)cc3F)on2)CC1c1ccccc1 (stereo unspecified)	4
28	c1ccc(-c2c3ccccc3nc3ccccc23)cc1	-7
29	Cc1cc(C)n(CCNC(=O)c2ccc(C3CCCN3)s2)c(=O)n1 (stereo unspecified)	-4
30	Cc1occc1C(=O)NNC(=O)c1ccc(C(=O)NNC(=O)c2ccoc2C)cc1	-7

# Further structures.
no.	structure	RBX1-CUL1 inh
31	COc1ccc(CN2CCN(Cc3ccc(C(F)(F)F)cc3)CC2)cc1OC	4
32	CCCNC(=O)c1nn2cc(Br)cnc2c1Br	-3
33	CCOC(=O)c1cc(C)n(CC2CCC(C(=O)Nc3cc(OC)cc(OC)c3)CC2)c1C (stereo unspecified)	1
34	O=C(Nc1cc(C(F)(F)F)ccc1N1CCOCC1)c1ccc(Cl)cc1Cl	-3
35	c1ccc(Cn2c3ccccc3c3nc4ccccc4nc32)cc1	3
36	CCNC(=O)N1CCc2c([nH]c3ccc(OC)cc23)C12C(=O)N(C)c1ccccc12 (stereo unspecified)	-4
37	Cc1ncoc1C(=O)NC1CCCc2nc(-c3ccccc3)ncc21 (stereo unspecified)	-8
38	Cc1ccc(C)c(N2CCN(S(=O)(=O)c3ccc4c(c3)C(C(C)C)C(=O)N4)CC2)c1 (stereo unspecified)	2
39	Cc1cc(C)cc(N=C2CC(c3cccc(F)c3)N(c3cc(C)cc(C)c3)C2=O)c1 (stereo unspecified)	2
40	CCOCc1nnc(NC(=O)Cc2ccccc2OC)s1	5
41	CCC(CC)C(=O)N1c2ccccc2C(C)(c2ccccc2)CC1(C)C (stereo unspecified)	28*
42	CCCN(CCC)S(=O)(=O)c1ccc(NC(=O)CSc2ccccc2)cc1	-2
43	Cc1ccc(NC(=O)CN2C(=O)N=C(Cc3sccc3C)C2=O)cc1	1
44	COCC(=O)Nc1cc(C(=O)N(C)CCc2cnn(C)c2)cc2ncn(CCc3ccccc3)c12	4
45	FC(F)(F)C1(C(F)(F)F)N=C2SCCN2C(c2ccc(Cl)cc2)=N1	3
46	CCN1C(=O)S/C(=C/c2ccc(OCc3cccc(C(=O)O)c3)c(Cl)c2)C1=O	-1
47	SC1N=C(c2ccccc2)CC(c2ccccc2)=N1	7
48	O=c1sc(C=C2C=Nc3ccccc32)c(O)n1Cc1ccccc1F	-3
49	O=C(Nc1cc2c(cc1C(=O)c1ccc(Br)cc1)OCCO2)c1ccc(Cl)cc1	1&4
50	O=C(CN1CCN(c2ccc(Cl)cc2)CC1)NCc1ccco1	10
51	CCOC(=O)N1CCN(CC(O)COc2cc(C)ccc2C)CC1 (stereo unspecified)	9
52	CCN1/C(=C2/SC(=S)N(C3CCCCC3)C2=O)Sc2ccc(Cl)cc21	3
53	Cc1nn(CCCC(=O)NCc2cccc(F)c2)c(=O)c2nn(-c3ccccc3)c(C)c12	5
54	O=C(O)COc1ccccc1/C=N/NC(=O)CSc1nc2ccccc2n1Cc1ccccc1	1
55	Cc1ccn(S(=O)(=O)c2cc(N3CCCC3=O)ccc2C)n1	6
56	O=S(=O)(c1cccc2nonc12)N1CCCCCC1	-4
57	CCc1cccc(C)c1NC(=O)CSc1nnc(Cc2ccccc2)n1C1CCCCC1	3
58	O=C(NC1CC2CCC1C2)C1CCN(Cc2ccccc2F)CC1 (stereo unspecified)	2
59	O=C(O)c1ccc(NC(=O)c2cn(-c3ccccc3)nc2-c2ccc(Br)cc2)cc1	-1
60	Cc1ccccc1NCc1cccn1-c1nnc(N2CCC(C)CC2)s1	5

# Structures shown so far that have fluorine, in the order listed:
no.	structure	RBX1-CUL1 inh
1	CC1=Nc2cc(C(F)(F)F)ccc2SC1C(=O)OCc1ccccc1 (stereo unspecified)	-2
11	O=C(CSc1nncn2c1cc1sccc12)Nc1ccccc1C(F)(F)F	3
27	CN1CCN(C(=O)c2cc(COc3ccc(F)cc3F)on2)CC1c1ccccc1 (stereo unspecified)	4
31	COc1ccc(CN2CCN(Cc3ccc(C(F)(F)F)cc3)CC2)cc1OC	4
34	O=C(Nc1cc(C(F)(F)F)ccc1N1CCOCC1)c1ccc(Cl)cc1Cl	-3
39	Cc1cc(C)cc(N=C2CC(c3cccc(F)c3)N(c3cc(C)cc(C)c3)C2=O)c1 (stereo unspecified)	2
45	FC(F)(F)C1(C(F)(F)F)N=C2SCCN2C(c2ccc(Cl)cc2)=N1	3
48	O=c1sc(C=C2C=Nc3ccccc32)c(O)n1Cc1ccccc1F	-3
53	Cc1nn(CCCC(=O)NCc2cccc(F)c2)c(=O)c2nn(-c3ccccc3)c(C)c12	5
58	O=C(NC1CC2CCC1C2)C1CCN(Cc2ccccc2F)CC1 (stereo unspecified)	2

# More compounds follow:
no.	structure	RBX1-CUL1 inh
61	O=C(COC(=O)c1cc2ccccc2oc1=O)c1ccc(Br)cc1	-6
62	CCOC(=O)c1c(C)n(C)c2cc(Br)c(O)c(N(C)C(=O)OCC)c12	11
63	CN1CCN(C(=O)c2ccc3c(c2)N(Cc2ccc(F)cc2)C(=O)c2ccccc2S3(=O)=O)CC1	-9
64	Cc1ccc(C(=O)Nc2nc(-c3ccc(Cl)cc3)cs2)o1	7
65	CCOc1ccccc1NC(=O)c1c(NCc2ccc(OC)c(OC)c2OC)sc2c1CCC(C)C2 (stereo unspecified)	-14
66	CC(=O)Nc1cc(C(=O)NCc2nc(-c3ccccc3)cs2)cc2ncn(CCc3ccccn3)c12	14
67	N#Cc1c(Nc2cccc(C(F)(F)F)c2)sc(C(=O)c2ccccc2)c1N	-2
68	CC1CCCN(CC(=O)Nc2ccc(N3CCOCC3)cc2)C1 (stereo unspecified)	-1
69	Cc1ccc(S(=O)(=O)N2CCN(C(=O)N3CCCC3)CC2)cc1	12
70	CC(C)(C)c1ccc(-c2nn(Cc3ccc(Cl)cc3)c3nc(-c4cccs4)cc(C(F)(F)F)c23)cc1	6
71	CC(C)c1[nH]nc2c1C(c1ccco1)C(C#N)C(=N)O2 (stereo unspecified)	3
72	Cc1ccc(NCc2ccccc2-c2nnc(-c3ccccc3Cl)o2)c(C)c1	-7
73	O=C(Cn1cc(SCc2ccccc2F)c2ccccc21)N1CCCCCC1	2
74	COc1cc2c(c(OC)c1)C(c1c(F)cccc1Cl)CC(=O)N2 (stereo unspecified)	2
75	Cc1cc(-c2ccc(NC(=O)C3CC3)c(C)c2)ccc1NC(=O)C1CC1	4
76	CN(C)S(=O)(=O)c1ccc2c(c1)nnn2CCNC(=O)Nc1ccc(Br)cc1	-4
77	N#Cc1c(C(F)(F)F)cc(-c2cccs2)nc1SCC(=O)Nc1nc2ccccc2s1	0
78	Cc1ccccc1CS(=O)(=O)N1CCN(c2cccc(C)c2C)CC1	-2
79	Cc1nc(N2CCC(C(=O)N(C)Cc3cccc4ncccc34)CC2)nc2ccc(F)cc12	-6
80	O=C(NC(=S)Nc1ccc(-c2nc3ccccc3o2)c(O)c1)C(c1ccccc1)c1ccccc1	-4
81	Cc1ccc(C2c3c(n[nH]c3-c3ccccc3)OC(=N)C2C#N)s1 (stereo unspecified)	6
82	CC(=O)c1ccc(-n2nc(C(C)=O)c(C(C)=O)c2C)cc1	5
83	Cc1cccn2c(CN3CCN(C4CCCC4)CC3)c(C(=O)N3CCOCC3)nc12	2
84	Cc1cnc(SCCN2CCOCC2)nc1C1CCCN(C(=O)COc2ccccc2)C1 (stereo unspecified)	-1
85	CCC1Sc2ccccc2NC1=O (stereo unspecified)	5
86	CCOC(=O)C1CCN(C(=O)Nc2ccccc2Cl)CC1	-2
87	CSc1nccc(Sc2ncccc2C)n1	-3
88	CSc1nnc2c(n1)OC(c1ccc(O)c(Cl)c1)Nc1ccccc1-2 (stereo unspecified)	-1
89	O=C(COc1ccc(Cl)cc1)Nc1ncccn1	0
90	COC(=O)c1ccc([C@H]2Nc3ccc(S(=O)(=O)Nc4ccc(C)cc4)cc3[C@H]3C=CC[C@H]32)cc1	11

# Screen by screen, from the results shown.
# Nos. 20–23 in RBX1-CUL1 inh read 6, -1, 4, 6

# Next entries follow.
no.	structure	RBX1-CUL1 inh
91	CC#CCN1C(=O)NC(CCc2ccccc2)(C2CCN(C/C=C/C(C)C)CC2)C1=O (stereo unspecified)	5
92	O=C1CCCN1CC(=O)N1CCc2onc(-c3ccc(-c4ccccc4)cc3)c2C1	2
93	O=C(NCC1CCCO1)c1ccc(N2CCCCC2)cc1 (stereo unspecified)	-6
94	CC(=O)c1cccc(NC(=O)c2ccc3c(c2)CCN3S(=O)(=O)c2ccccc2)c1	-9
95	CCOc1cccc(C2c3c(oc4ccc(F)cc4c3=O)C(=O)N2CCc2ccc(OC)cc2)c1 (stereo unspecified)	8
96	CCCC(=O)Nc1ccccc1C(=O)OCc1cc(=O)n2nc(C(C)C)sc2n1	-7
97	CSC(=C[n+]1ccccc1)SC	3
98	CCOC(=O)c1ccc2c(c1)N(CC(=O)N(C)c1ccccc1)C(=O)c1ccccc1S2	-4
99	COc1cc(C)c(NC(=O)c2ccnn2C)cc1C(C)C	1
100	COc1ccccc1NC(=O)c1c(NCc2ccc(OC)c(OC)c2OC)sc2c1CCC2	-5
101	CC(=O)c1cc2c(cc1NS(=O)(=O)c1ccc(C)cc1)OCO2	-4
102	COc1ccc(NC(=O)C2CCN(c3cc(C)nc4c(-c5ccc(Cl)cc5)c(C)nn34)CC2)cc1	3
103	CCOCCc1nn2c(=O)cc(COC(=O)C3CCCCC3)nc2s1	-14
104	CCOC(=O)C1C(=O)CC2=C(CCc3ccccc32)C1c1ccco1 (stereo unspecified)	-1
105	CCC1Oc2ccc(C)cc2N(CC(=O)NCc2ccc(OC)cc2)C1=O (stereo unspecified)	8
106	C=CCSc1nnc2n(-c3ccccc3)c(=O)c3c4c(sc3n12)CN(Cc1ccccc1)CC4	-18
107	Cc1ccc(Nc2c3c(nc4nncn24)CCC3)cc1	6
108	Cc1ccc(C2=Nc3ccccc3N(CC(=O)NCc3ccc(F)cc3)C(=O)C2)cc1C	-6
109	CCCCCCN1C2=NCCN2c2ccccc21	5
110	O=C1c2ccccc2-c2onc3ccc(NCC4CCCC4)c1c23	14
111	Cc1cc2nc(-c3cc(NC(=O)c4cc5ccccc5o4)ccc3Cl)oc2cc1C	2
112	COc1ccc(N2CCN(c3cc(C)nc4nc(-c5ccc(C)cc5)nn34)CC2)cc1	5
113	Cc1ccc(NC(=O)c2ccc(CN3C(=O)CCn4nc(C)cc43)cc2)c(Cl)c1	-3
114	COc1ccc2c(c1)c1c(c(=O)n(-c3cccc(Cl)c3)c(=O)n1CC(=O)N1CCCC1)n2C	5
115	CC(C)CNC(=O)N1[C@H](c2cccs2)[C@@H](C)C(=O)[C@@H](C)[C@@H]1c1cccs1	-4
116	COC(=O)CSc1nc2sc3c(c2c(=O)n1-c1ccccc1)CCC(C)C3 (stereo unspecified)	2
117	COc1cccc2ccc(CN(C)Cc3nc(-c4ccccc4NC(=O)c4ccsc4)oc3C)nc12	4
118	Cc1cc(Cl)c(Cl)cc1S(=O)(=O)NCC1CCCO1 (stereo unspecified)	12
119	CCN=C(NCC)SC1CC(=O)N(c2cccc(OCC)c2)C1=O (stereo unspecified)	-11
120	Cc1ccc2nsnc2c1NC(=S)NC(=O)c1cncc(Br)c1	-4

# (list continues)
no.	structure	RBX1-CUL1 inh
121	COC(=O)c1ccc(NC(=O)c2cc(OC)c(OC)cc2OC)cc1	2
122	O=C1NCCN(Cc2cccnc2)C1CC(=O)N1CCOc2ccccc2C1 (stereo unspecified)	6
123	COc1ccc(-c2[nH]ncc2/C=N/NC(=O)c2csc3ccccc23)cc1OC	-2
124	CCOC(=O)C1CCN(c2nc3ccccc3nc2Cl)CC1	-2&-1
125	CCN(CC)C(=O)Cn1cc(C(=O)NC(C)c2nccs2)nn1 (stereo unspecified)	4

# Not all compounds are listed; count on the stated rates, not on these rows.
